Screening results as filed in PubChem BioAssay.
LGR2 antag: Drosophila LGR2 receptor signaling inhibition | HEK293 LGR2, CRE-luciferase, bursicon-stimulated, 4 h | inhibition, % at 9.99 µM | 0.35% of 380,000 active;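 active = drop in luminescence signal, shown as inhibition above about 50% in the replicate tests, limit read from the data, passing the limit was not always enough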;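 note: agonist challenge used bursicon conditioned medium at about half maximal strength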
ARNT-TACC3 inh: disruptors of human ARNT/TACC3 interaction | Q9Y6A5 | AlphaScreen His-ARNT PAS-B/GST-TACC3 binding, luminescence; TACC3 fragment carries E629A point mutation | inhibition, % at 9.99 µM | 0.66% of 390,000 active | AID 623870;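 active = mean inhibition of replicates at least 50% and at least half of replicates each reaching 50%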;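 note: 0% = complete ARNT plus TACC3 wells and 100% = ARNT alone without TACC3; many hits fall short of the cut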
C2C12 statin: suppression of simvastatin myotoxicity. C2C12 myotubes + simvastatin, ATP luminescence, 48 h; scaled: DMSO 0, geranylgeraniol control 100. rescue of ATP level, % at 7.49 µM. 0.78% of 330,000 active;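 active = mean ATP rescue above about 67%, or every replicate alone reaching that limit, limit read from the data, passing the limit was not always enough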;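 note: myotubes were challenged with 10 µM simvastatin during compound exposure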
Cneo AK release: Cryptococcus neoformans lysis via adenylate kinase release; C. neoformans lysis, adenylate kinase release luminescence, 4 h; normalised: neutral wells 0, clomiphene wells 100; lysis activity, % at 15 µM; 0.2% of 360,000 active; AID 651654;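 active = mean lysis activity across replicates of at least 80%, whatever share of replicates individually reach that level; inactive = mean lysis activity below 80%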
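read-out = cell lysis signal | test system = log-phase Cryptococcus neoformans yeast cells | input = cells at 5 × 10^6 per mL | medium = fresh YPD growth medium | signal = luminescent adenylate kinase detection reagent | timing = 4 h at 37 °C static, read 1 h later | dosing = single dose | controls = Clomiphene as positive lysis control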
PglD DTNB: inhibitors of Campylobacter jejuni PglD acetyltransferase; purified PglD enzyme, DTNB colorimetric CoA detection; inhibition, % at 12.5 µM; 0.098% of 360,000 active; in the data active = inhibition above about 16%, passing the limit was not always enough; note: strong numbers were not always called active
INS-1E GSIS act: GLuc luminescence reporter in INS-1E cells, primary screen for activators of glucose-dependent secretion of insulin; activation, % at 16.6 µM; INS-1E GLuc reporter insulin secretion, 2-3 h; 0.61% of 370,000 active; AID 743287;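 active = lowest replicate activation of at least 40%, so every replicate reaches that level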;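 note: 0% = median of neutral control wells and 100% = median of IBMX positive control wells; some compounds called inactive have numbers as strong as hits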
PGC1a acetyl inh: lowers PGC1a acetylation signal in U2OS cells; inhibition, % at 15.6 µM; AlphaScreen anti-acetyl-lysine; with virally co-expressed GCN5 acetyltransferase; 0.17% of 350,000 active;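 active = every replicate shows inhibition of at least 40%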;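 note: 0% = neutral control wells and 100% = positive control wells; some results beyond the cut were filed as inactive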
PAX8 reporter: inhibitors of PAX8 transcriptional activity in RMG-I cells; RMG-I TPO-luciferase reporter, SteadyGlo, 24 h; inhibition, % at 12.6 µM; 1.2% of 360,000 active; AID 652154;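 active = mean replicate inhibition at least 60% with every replicate also reaching 60%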;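 note: luciferase light reporting Pax8 driven TPO promoter activity; plate controls were median of neutral control wells for no effect and mitoxantrone controls for full effect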
An asterisk follows results filed as active; x = no result given; & = joins results of further samples.

structure,Cneo AK release,PGC1a acetyl inh,C2C12 statin,ARNT-TACC3 inh,PglD DTNB,INS-1E GSIS act,LGR2 antag,PAX8 reporter
O=C(CCC(=O)N1CCOc2ccc(Cl)cc21)NCCCN1CCOCC1,0,-18,3,6,3,x,-12,5
CCNC(=S)NNc1nc(N2CCOCC2)nc(N2CCOCC2)n1,x,0,x,2,x,2,-41,12
CC(=O)OCC(=O)Nc1ccccc1C,1,1,7,4,-2,-3,-16,12
Cc1ccn2c(=O)c(C(=O)NC3CCCCC3C)c(O)nc2c1 (stereo unspecified),-2,5,-5,-1,4,15,5,-11
O=C(c1ccccc1)c1nccc2ccccc12,x,x,-4,-3,x,23,10,12
COC(=O)c1sccc1NC(=O)c1c(C)cc(=O)oc1C,0,14,11,-1,2,3,2,x
C[C@H]1CN([C@@H](C)CO)C(=O)c2cc(NC(=O)Cn3cnnn3)ccc2O[C@@H]1CN(C)S(=O)(=O)c1cn(C)cn1,9,3,0,-15,3,4,-18,x
CC(C)NC(=O)CS(=O)(=O)c1ccccc1,1,-3,112*,x,-2,31,-3,-5
COc1ccc(CN2CCN(C(C)C)C(CCO)C2)cc1Cn1cncn1 (stereo unspecified),-1,3,5,-5,7,-3,5,18
COc1ccccc1NS(=O)(=O)c1cccc2cccnc12,-1,-4,8,-6,1,1,11,-12
COc1ccccc1C1CC(c2ccccc2)=NN1S(=O)(=O)c1ccccc1 (stereo unspecified),1,-44,5,0,0,-4,1,17
Cc1cccc(CN2C(=O)c3ccccc3S(=O)(=O)c3ccc(C(=O)NCCCN4CCCC4)cc32)c1,-4,-3,7,x,-3,-5,1,4
O=C1OC(C(=O)O)Cc2ccccc21 (stereo unspecified),1,-34,15,-20,-1,-2,-3,x
C[C@H](CO)N1C[C@H](C)[C@@H](CN(C)C(=O)NC2CCCCC2)OCCCC[C@H](C)Oc2ccc(NC(=O)Nc3ccc4c(c3)OCO4)cc2C1=O,-7,-9,x,13,4,3,18,35
O=C(CNC(=O)c1ccccc1C(=O)O)c1ccccc1,-1,9,0,1,6,x,x,x
N=c1c(C(=O)NC2CCCC2)cc2c(=O)n3ccccc3nc2n1C1CCCCC1,-3,-4,-10,-6,-4,11,-5,-5
CCOC(=O)N1CCC(N2Cc3cccc(C(=O)NC(C)c4ccc5c(c4)OCCO5)c3C2=O)CC1 (stereo unspecified),0,-5,15,1,2,-6,20,24
Cc1ccc(C)c(OCC(=O)NNC(=O)CSC(=S)N2CCCC2)c1,x,x,6,-1,x,28,-5,2
CCOc1ccc(NC(=O)Nc2cc(C(=O)O)ccc2N2CC3CC(C2)c2cccc(=O)n2C3)cc1 (stereo unspecified),-2,4,-5,-6,5,-9,-8,-6
C[C@H]1CN([C@@H](C)CO)S(=O)(=O)c2ccc(C#CC3CCCC3)cc2O[C@H]1CN(C)C,1,-7,-48,18,1,3,-11,9
CCOC(=O)C1CCN(C(=O)C2CCC(=O)N(Cc3cccc(C(F)(F)F)c3)C2)CC1 (stereo unspecified),-5,x,-5,-3,1,12,-15,x
CCC(C)(C)NC(=O)CN(C(=O)CCC(=O)Nc1nccs1)c1cccc(C)c1,-3,-10,11,-1,3,-1,-9,5
C[C@@H]1CN([C@H](C)CO)C(=O)Cc2cc(NS(=O)(=O)c3ccc(Cl)cc3)ccc2O[C@H]1CN(C)Cc1ccncc1,-1,1,13,-6,-2,1,17,6
CCC1(c2ccc(F)cc2)NC(=O)N(CC(=O)N(CCC#N)c2ccccc2)C1=O (stereo unspecified),0,-5,-2,0,8,3,-12,6
Nc1ncnc2c1ncn2CCN1CCCCC1,2,1,-1,-9,4,x,x,x
O=C(Nc1ccc(F)c(F)c1)C1CCCCC1,1,x,-6,-3,1,2,11,1
Cc1ccccc1COc1ccc(-c2nnn(CC(=O)O)n2)cc1,-1,-26,1,-1,-8,-4,23,10
c1ccc(COc2ccc(CNCc3cccnc3)cc2)cc1,-1,2,-5,-18,-6,-1,-13,-12
CCc1ccc2oc(-c3ccc(N)cc3)nc2c1,-4,-16,-13,-1,4,-15,75*,x
C/C(=N\O)c1ncc(C(F)(F)F)cc1Cl,2,x,-2,-3,7,0,9,-12
CCN1CCN(c2ccc(N3CCN(S(=O)(=O)c4ccc(C)c([N+](=O)[O-])c4)CC3)nn2)CC1,x,x,x,-1,x,2,5,-2
COc1ccc(NS(=O)(=O)c2ccc(O)c(NC(=O)c3ccc(S(=O)(=O)N4CCCCCC4)cc3)c2)cc1,6,x,x,x,-5,-22,-1,23
COCCNC(=O)C(=O)Nc1ccc(Cl)cc1C,x,-12,x,-3,x,5,11,16
O=c1nc(N2CCCC2)nc(Nc2ccccc2)[nH]1,0,-11,x,x,-4,7,-6,-5
COc1ccc(CCNc2ccc([N+](=O)[O-])cn2)cc1,1,x,19,6,-3,-18,11,-43
COc1ccc(CCNC(=O)CSc2nnc3c(n2)[nH]c2ccc(F)cc23)cc1OC,-3,x,11,-3,0,-1,0,-2
O=c1c2ccccc2nc(/C=C/c2ccc(Br)cc2)n1CCO,0,-6,x,x,-7,32,-29,-4
Cc1ccc(N2Cc3ccccc3C2=S)cc1,-7,16,1,-1,-2,15,-53,-173
Cc1cccc(N(C)C(=S)Oc2ccc3ccccc3c2)c1,-3,8,0,-8,-1,x,x,-18
CCCc1nc(SCC(=O)N2c3ccccc3CC2C)c2c(C)c(C)sc2n1 (stereo unspecified),-1,x,8,-4,2,-25,-1,x
Cc1sc2ncnc(OCC(=O)Nc3ccc4c(c3)OCCO4)c2c1C,-3,0,-9,19,-4,x,x,x
Cc1ccccc1OCC(=O)OCC(=O)NC1CC1,0,7,2,-2,-6,12,3,9
CCc1ccc(S(=O)(=O)NCc2cn3cccc(C)c3n2)s1,-1,-5,11,-12,1,x,x,x
C=C(C)COc1ccc(-c2[nH]ncc2Oc2ccc(OC)cc2)c(O)c1,0,-5,-47,1,-8,-27,-6,-29
COC(=O)C[C@H]1C[C@H]2c3cc(NS(=O)(=O)c4cccc(OC)c4)ccc3O[C@H]2[C@@H](CO)O1,-2,3&-2,6&-5,8,-1,13&-2,1,-11&16
O=C(O)C1CC=CCC1C(=O)Nc1ccc(F)c(F)c1 (stereo unspecified),-1,5,-5,-4,0,x,x,x
C[C@H]1CN([C@@H](C)CO)C(=O)c2cc(-c3ccncc3)cnc2O[C@@H]1CN(C)C(=O)c1cccc(F)c1,-3,-6,24,0,0,-11,-7,x
CCC(=O)Nc1ccc2c(c1)C(=O)N(C)[C@@H]1CC[C@H](CC(=O)NC3CCCC3)O[C@H]1CO2,-2,6,12,14,1,2,-6,-5
CCCN1C(=O)c2ccc(C(=O)NC3=NCCS3)cc2C1=O,-1,4,1,-9,-4,x,x,x
Cc1c(C(=O)O)c(=O)n(-c2ccccc2)n1-c1ccccc1,x,1,-8,-11,x,13,8,12
COc1ccc(-c2c(-c3ccc(OCC(=O)NN)cc3O)n[nH]c2C)cc1OC,0,0,2,-6,-1,19,-4,19
COc1ccc(N2CC(C(=O)Nc3ccccc3C(=O)NC3CC3)CC2=O)cc1 (stereo unspecified),x,3,-3,-2,x,0,0,7
CCOc1ccc(C(C)NC(=O)Cc2ccccc2)cc1OCC (stereo unspecified),x,x,x,-2,x,16,4,9
Cc1cc(S(=O)(=O)Nc2ccc(N3CCOCC3)cc2)ccc1Br,0,x,0,x,-1,-5,6,7
CC1=NN(C(N)=S)C(=O)C1N=Nc1ccccc1O (stereo unspecified),7,1,-2,76*,0,4,3,-1
COc1ccc(-c2nc(N)c(C#N)c(-c3cccnc3)c2C)cc1,-1,-50,x,-6,-2,15,2,4
O=C(Cn1ncc2c(=O)oc3ccccc3c21)NC1CC1,-2,11,-14,x,-3,x,x,x
CCCC#Cc1cnc2c(c1)C(=O)N([C@@H](C)CO)C[C@H](C)[C@@H](CN(C)Cc1ccccc1)O2,4,-6,20,-2,-11,4,-7,5
COc1cccc(NC(=O)N2C3CCCC2CC(NC(C)=O)C3)c1 (stereo unspecified),-2,-3,1,x,11,-5,3,17
CN(C)CCN(C(=O)C1CCN(S(=O)(=O)c2cccs2)CC1)c1nc2ccccc2s1,1,x,2,3,1,27,-5,-25

New compounds follow:
structure,Cneo AK release,PGC1a acetyl inh,C2C12 statin,ARNT-TACC3 inh,PglD DTNB,INS-1E GSIS act,LGR2 antag,PAX8 reporter
Cc1ccc(C(C)NC(=O)COC(=O)C2=COCCO2)cc1C (stereo unspecified),3,x,0,-4,0,-6,6,-3
Cc1ccc(Cl)cc1N1CCN(S(=O)(=O)c2c(C)[nH]c(C)c2C(=O)N2CCCC2)CC1,-2,2,40,1,2,-49,-8,22
O=C(Nc1ccc(-c2nc3ccccc3[nH]2)cc1)c1cccc(N2C(=O)CCC2=O)c1,x,x,x,0,x,-8,-33,-17
COc1ccc([C@H]2[C@H](C(C)=O)N3N=Cc4ccccc4C3C23C(=O)OC(C)(C)OC3=O)cc1 (stereo partly specified),1,x,x,-3,3,x,x,-16
Cc1ccc(-c2cnc3cccnn23)cc1F,4,7,-12,x,2,46*,-45,-39
C[C@H]1CN([C@@H](C)CO)C(=O)CCCn2nncc2CO[C@@H]1CN(C)C(=O)Nc1ccc(-c2cccs2)cc1,-2,-6,7,0,-2,-12,-7,76*
COc1cc(NC(=O)Cn2cnc3c(nc4n3CCCCC4)c2=O)cc(OC)c1OC,2,-7,9,5,2,-5,6,7
CCN(CC)C(=O)[C@H]1CC(CC(=O)NCc2ccco2)C(=O)N2CCc3c([nH]c4ccccc34)[C@]12C (stereo partly specified),-1,0,0,2,4,-6,1,-6
CC(=O)c1ccccc1C(=O)N1CCCC(N2CCN(Cc3ccc4c(c3)OCO4)CC2)C1 (stereo unspecified),3,0,x,-3,-2,36,-15,4
Cc1c(NN=C(C#N)C#N)c(=O)n(-c2ccccc2)n1C,4,-3,6,5,-2,8,x,-3
COc1ccc(NC(=O)CN2C(=O)/C(=C3\SC(=S)N(CCC(=O)O)C3=O)c3ccccc32)cc1,1,x,3,-3,0,x,x,x
COC(=O)CCNC(=O)CCc1ccc(S(=O)(=O)N2CCCCCC2)cc1,0,6,7,-1,-6,11,3,5
CCOc1cc(Br)ccc1S(=O)(=O)N1CCC(C(N)=O)CC1,x,x,x,-2,x,10,4,24
CN(CCC#N)S(=O)(=O)c1cc2c3c(c1)CCN3C(=O)CC2,0,9,6,-4,0,10,-3,0
CCCNC(=O)c1ccc(N2CCC3(CC2)CC(c2ccccc2)=NO3)c([N+](=O)[O-])c1,4,x,-14,-6,2,-10,13,18

Entries of single compounds from above.
`COc1ccccc1C1CC(c2ccccc2)=NN1S(=O)(=O)c1ccccc1` (stereo unspecified) as listed: Cneo AK release = 1; PGC1a acetyl inh = -44; C2C12 statin = 5; ARNT-TACC3 inh = 0; PglD DTNB = 0; INS-1E GSIS act = -4; LGR2 antag = 1; PAX8 reporter = 17
`COc1ccc(N2CC(C(=O)Nc3ccccc3C(=O)NC3CC3)CC2=O)cc1` (stereo unspecified) as listed: Cneo AK release = x; PGC1a acetyl inh = 3; C2C12 statin = -3; ARNT-TACC3 inh = -2; PglD DTNB = x; INS-1E GSIS act = 0; LGR2 antag = 0; PAX8 reporter = 7

The order is random (roughly 2.9% active in at least one column).
